# KCNQ2 block: KCNQ2 channel blockers in CHO-K1 cells – cell-based, FluxOR thallium flux, B-score, primary screen (AID 2156) | hit rate 1.1% among 310,000 | O88943 | 20 min; active compounds read low | B-score at 10 µM;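 active means fluorescence ratio B-score at most minus 3 library SDs, with starting brightness B-score within 2 library SDs, cut at about -5.5 in these data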
# Kir21 inh: Kir2.1 (mouse) channel inhibition | hit rate 0.85% among 310,000 | B-score at 10 µM | P35561 | HEK293-Kir2.1, FluxOR thallium flux fluorescence; active compounds read low;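 active means fluorescence ratio B-score at or below minus 3 SD of library scores, with starting-brightness B-score within 2 SD, cut at about -4.2 in these data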;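 further: channel flux triggered by added potassium and thallium sulfate stimulus; B-score of peak minus minimum fluorescence over baseline after thallium stimulus; more negative B-score means stronger Kir2.1 block with less thallium influx; some compounds called inactive have numbers as strong as hits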
# Target sequence (P35561 whole entry, looked up): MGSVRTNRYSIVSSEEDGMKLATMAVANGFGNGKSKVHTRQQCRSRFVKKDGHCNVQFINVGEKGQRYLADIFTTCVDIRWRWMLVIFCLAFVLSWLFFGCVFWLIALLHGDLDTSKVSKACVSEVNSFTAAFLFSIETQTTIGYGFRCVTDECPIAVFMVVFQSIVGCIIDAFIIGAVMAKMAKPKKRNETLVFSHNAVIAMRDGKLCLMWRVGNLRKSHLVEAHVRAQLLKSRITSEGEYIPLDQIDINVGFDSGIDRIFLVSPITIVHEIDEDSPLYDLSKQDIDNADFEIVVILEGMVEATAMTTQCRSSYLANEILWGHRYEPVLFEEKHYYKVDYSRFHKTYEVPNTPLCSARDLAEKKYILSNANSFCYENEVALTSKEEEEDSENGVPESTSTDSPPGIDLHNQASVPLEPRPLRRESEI
# Starred values were filed as active, the others as inactive; i = inactive.
# Below each compound: KCNQ2 block	Kir21 inh
> CC(C)(C)c1ccc(C(=O)N2CCC(C(=O)N3CCCCC3)CC2)cc1
    i	0.96
> C=CC1=C2C=C(C3CC3)N(CC3CC3)C=C2C(=O)C(C)(OC(=O)c2ccco2)C1=O (stereo not drawn)
    i	1.2
> COc1ccc(CC(=O)N2N=C(C)CC2(O)C(F)(F)F)cc1OC (stereo not drawn)
    i	-1.1
> NC(=O)c1nsnc1-c1ccccc1O
    i	-1.3
> CS(=O)(=O)Nc1ccccc1N=C(c1ccccc1)c1ccccc1
    i	-0.55
> C#CCOCCOCCOCCNc1nc(N2CCOCC2)nc(N2CCN(C(=O)Cn3cc(CC(C)O)nn3)CC2)n1 (stereo not drawn)
    i	0.5
> CC1CCC(NC(=O)c2ccc(NC(=O)CC3SC(N4CCCC4)=NC3=O)cc2)CC1 (stereo not drawn)
    i	0.32
> O=C1c2ccccc2-c2nnc(-c3ccc(O)cc3)cc21
    i	-0.03
> O=C(NCCCn1ccnc1)c1cc(S(=O)(=O)N2CCOCC2)ccc1F
    i	0.01
> Cc1ccccc1NC(=S)NNc1ncc(C(F)(F)F)cc1Cl
    i	2
> O=C(CSc1nnc(CCc2ccccc2)n1-c1ccc(Cl)cc1)NCc1ccccc1
    -7.4*	-3.4
> O=S(=O)(Cc1ccccc1Cl)NCCc1ccc(F)cc1
    i	-0.33
> COc1ccc(/C=C/C(=O)Nc2c(C)nn(C)c2C)cc1COc1ccc(Br)cc1
    i	0.85
> Cc1ccc(/C=N/N=C/c2ccc(C)cc2)cc1
    i	-0.04
> CCOC(=O)Cc1cn2c(=O)cc(CSCC(=O)Nc3ccc(C)c(C)c3)nc2s1
    i	0.09

# Looked up one by one from the entries so far, 4 records:
# Below each compound: KCNQ2 block	Kir21 inh
> CC1CCC(NC(=O)c2ccc(NC(=O)CC3SC(N4CCCC4)=NC3=O)cc2)CC1 (stereo not drawn)
    i	0.32
> CC(C)(C)c1ccc(C(=O)N2CCC(C(=O)N3CCCCC3)CC2)cc1
    i	0.96
> O=S(=O)(Cc1ccccc1Cl)NCCc1ccc(F)cc1
    i	-0.33
> COc1ccc(CC(=O)N2N=C(C)CC2(O)C(F)(F)F)cc1OC (stereo not drawn)
    i	-1.1

# Additional results.
# Below each compound: KCNQ2 block	Kir21 inh
> COc1cccc(NC(=O)C(=S)NC2CCCCC2)c1
    i	-2
> COC(=O)c1ccc(C2C(C(=O)c3ccco3)=C(O)C(=O)N2c2cc(C)on2)cc1 (stereo not drawn)
    i	0.59
> COc1ccc(C(=O)c2ccc(Br)cc2)c2ccccc12
    i	0.23
> C=CCNC(=O)N1CCCC(C(=O)c2cccc(OC(C)C)c2)C1 (stereo not drawn)
    i	0
> CC(OC(=O)c1cc(Br)ccc1O)C(=O)Nc1ccc(S(=O)(=O)N2CCCC2)cc1 (stereo not drawn)
    i	1.2
> Cc1csc(SCC(=O)NCc2ccccc2Cl)n1
    i	-0.46
> c1cncc(-c2nc(N3CCOCC3)c3c4c(sc3n2)CCC4)c1
    i	-0.48
> Cc1cc(NC(=O)c2ccc(F)cc2)no1
    i	-0.96
> COc1cc(/C=C2/SC(=O)N(Cc3ccccc3Cl)C2=O)ccc1OCc1ccncc1
    i	-1.6
> C/C(CC(=O)N1CCN(C=O)CC1)=N\NC(=O)c1ccc(Cl)cc1
    i	0.28
> O=C(Nc1ccc(Cl)c(Cl)c1)c1ccc(Cl)c(Cl)c1
    i	-0.45
> O=C(O[C@@H]1OC2COC(=O)c3cc(O)c(O)c(O)c3-c3c(cc(O)c(O)c3O)C(=O)O[C@@H]([C@H]1O)[C@@H]2O)c1cc(O)c(O)c(O)c1
    i	0.56
> CCOc1ccc(S(=O)(=O)Nc2ccccc2C(=O)NCC2CCCO2)cc1 (stereo not drawn)
    i	-0.43
> COc1cc(OC)cc(OC(=O)c2ccc3c(=O)n4c(nc3c2)CCC4)c1
    i	0.19
> CS(=O)(=O)c1ncc(Cl)c(C(=O)Nc2ccc(N3CCOCC3)cc2)n1
    i	-3.9
> CCOc1c(Cl)cc(CNCc2ccncc2)cc1OC
    i	0.22
> COc1cccc(CN2CC(C(=O)NCCCc3ccncc3)CCC2=O)c1 (stereo not drawn)
    i	1.7
> FC(F)(F)c1cnc(Nc2ccc(N3CCOCC3)cc2)c(Cl)c1
    i	0.16
> Cn1cccc1C(=O)OCc1cc(Cl)cc2c1OCOC2
    i	-1
> CC(C)CCN(C(=O)Cc1ccccc1F)c1c(N)n(Cc2ccccc2)c(=O)[nH]c1=O
    i	1.1
> CCOc1ccccc1NS(=O)(=O)c1cn(C)c(=O)n(C)c1=O
    i	0.14
> Cc1ccc(S(=O)(=O)NCCC(=O)Nc2ncccc2O)cc1C
    i	-0.39
> CNC(=O)c1sccc1Oc1ccc(F)cc1[N+](=O)[O-]
    i	-0.29
> COc1ccc(CNC(=O)N2CCN(c3cccc(C)c3C)CC2)cc1OC
    i	0.05
> COc1ccc(C(=O)NC(C(=O)N2CCc3ccccc32)C(C)C)cc1 (stereo not drawn)
    i	0.6
> Cc1ccc(NC(=O)CN2CCOCC2)cc1C
    i	0.03
> COc1ccc(C(=O)N/N=C\c2coc3ccc(Cl)cc3c2=O)cc1
    i	-1.9
> O=C(CS(=O)(=O)Cc1ccccc1)Nc1nc2c(s1)CCCC2
    i	1.1
> CCCC(=O)Nc1ccc2nn(-c3ccc(OC)cc3)nc2c1
    i	-0.06
> COc1ccc(N(CC(=O)Nc2cc(Cl)ccc2OC)C2=NC3CS(=O)(=O)CC3S2)cc1 (stereo not drawn)
    i	0.4
> CCNC(=S)NCc1ccc(Cl)cc1
    i	0.05
> CN(C)CCCN=Cc1c(O)n(Cc2ccccc2)c(=O)c2ccccc12
    i	-3.1
> CC(OC(=O)C1CCN(c2ccc(C(F)(F)F)cn2)CC1)C(=O)c1ccccc1 (stereo not drawn)
    i	-0.22
> CCOC(=O)C1C(c2ccc(O)cc2)NC(=O)NC1(O)C(F)(F)F (stereo not drawn)
    i	0.33
> Cc1ccccc1CS(=O)(=O)CCC(=O)NCc1ccc(F)cc1Cl
    i	0.01
> CCN1C(=O)N[C@@H](c2cccc(C(F)(F)F)c2)[C@@H](C(=O)OC)[C@H]1C
    i	0.26
> Cc1ccc(C2C(C#N)=C(N)Oc3n[nH]c(-c4ccccc4)c32)o1 (stereo not drawn)
    i	2.3
> CC(C)N(Cc1nccn1C)C(=O)CC1C(=O)NCCN1Cc1ccc(F)c(F)c1 (stereo not drawn)
    i	0.66
> COc1ccc(C(=O)[C@@H]2CC[C@](C)(C(=O)O)C2(C)C)cc1
    i	0.01
> COc1ccccc1CN1CCCC(N2CCN(c3ccccc3OC)CC2)C1 (stereo not drawn)
    i	-0.07
> Cc1c(C(=O)Oc2cccc3cccnc23)cccc1[N+](=O)[O-]
    i	0.44
> CCN(CC(=O)NCc1ccc(Cl)cc1)C(=O)c1cnc(Cl)c(Cl)c1
    i	0.21
> Cc1cc2[nH]c(=O)c(=O)[nH]c2cc1S(=O)(=O)NC1CCCCC1C (stereo not drawn)
    i	0.02
> CCOC(=O)c1cc2c(=O)n3cccc(C)c3nc2n(CCOC)c1=NC(C)=O
    i	-0.61
> CCCCC(=O)Nc1sc2c(c1C(=O)OCC)CCC(C=O)=C2Cl
    i	1.1

# Another view of part of the listing above.
KCNQ2 block	Kir21 inh	Structure
i	-0.61	CCOC(=O)c1cc2c(=O)n3cccc(C)c3nc2n(CCOC)c1=NC(C)=O
i	0.66	CC(C)N(Cc1nccn1C)C(=O)CC1C(=O)NCCN1Cc1ccc(F)c(F)c1 (stereo not drawn)

# New compounds follow:
# Below each compound: KCNQ2 block	Kir21 inh
> Cc1cccc(C)c1OCc1cc(C(=O)N2CCN(C3CCCC3)CC2)no1
    i	-1.4
> Cc1ccc(S(=O)(=O)/N=C(/Nc2c(C)n(C)n(-c3ccccc3)c2=O)c2ccccc2)cc1
    i	-1.7
> CCOc1ccc(CN2CCNC(=O)C2CC(=O)NCc2csc(C(C)C)n2)cc1 (stereo not drawn)
    i	-0.58
> N/C(=N\OC(=O)Cc1ccccc1)c1ccncc1
    i	0.09
> COc1ccc(CC(=O)N/N=C/c2ccc(Cl)s2)cc1OC
    i	-1.4
> CNC(=O)CN1C(=O)NC2(CCc3ccccc3C2)C1=O (stereo not drawn)
    i	-0.31
> CCCCCCOc1ccc(N2C(=O)CC(NCCc3ccc(S(N)(=O)=O)cc3)C2=O)cc1 (stereo not drawn)
    i	1.6
> COc1ccc(-c2ccc(C3C(C#N)=C(N)Oc4n[nH]c(C)c43)o2)cc1 (stereo not drawn)
    i	1.2
> Nc1nc2n(n1)C(c1ccco1)CC(c1ccccc1)N2 (stereo not drawn)
    i	0.28
> O=C(NCCc1cccc(C(F)(F)F)c1)C1CCC(=O)N(CCc2cccc(F)c2)C1 (stereo not drawn)
    i	0.72
> COc1ccc2[nH]c3c(N4CCC(O)(c5cccc(C(F)(F)F)c5)CC4)ncnc3c2c1
    i	-0.18
> O=c1n(-c2ccccc2)c(=O)n2n1CC(O)C2
    i	-0.2
> CCOc1ccc2nc(SCC(=O)c3ccccc3)sc2c1
    i	-0.87
> Cc1ccc(C(C)C)cc1S(=O)(=O)NCc1ccccn1
    i	-5.8*
> Cc1cc(NC(=S)NC(=O)/C=C/c2ccc(S(=O)(=O)N3CCOCC3)cc2)ccc1Br
    i	1.3
> Cc1cc(C)c(C(N)=O)c(NC(=O)Nc2ccccc2Cl)n1
    i	-0.05
> CC(C)(C)c1ccc(-c2nc(C#N)c(NCc3ccncc3)o2)cc1
    i	0.35
> Cc1ccc(OCc2cc(C(=O)Nc3ccccc3)oc2C)cc1
    i	-1.5
> Cc1nn(C)c(Cl)c1NC(=O)OCc1ccc(F)cc1
    i	-0.12
> Cc1cc(C)c(S(=O)(=O)N(C)CC(=O)NCCN2CCOCC2)c(C)c1
    i	0.19
> CCc1nc(SCC(=O)Nc2cc(C)on2)n[nH]1
    i	-1.5
> CCN(CC)C(=O)C1CCCN(c2ccccc2[N+](=O)[O-])C1 (stereo not drawn)
    i	1.6
> Cc1ccc2nc(-c3ccc(NC(=O)C4CCCO4)cc3)[nH]c2c1 (stereo not drawn)
    i	0.23
> CCOC(=O)N1CCN(CCc2ccccc2)CC1
    i	0.66
> CSc1nnc([C@H](Cc2c[nH]c3ccccc23)NC(=O)OC(C)(C)C)o1
    i	-0.62
> O=C(CCNC(=O)c1ccco1)Nc1ccc(OC(F)F)cc1
    i	1.6
> CCCOc1ccc(N2CC(C(=O)Nc3ccccc3C(=O)NC)CC2=O)cc1 (stereo not drawn)
    i	-1.1
> COc1ccccc1-c1c(C)oc2c(CN3CCN(CCO)CC3)c(O)ccc2c1=O
    i	0.99
> Cc1ccc(-n2c(C)cc(/C=N/NC(=O)CC3(C)OCCO3)c2C)cc1
    i	-2.5
> O=C(NCCc1ccccc1)c1c(O)c2cccc3c2n(c1=O)CC3
    i	-0.35
> CCCCCC1CC(CC(=O)Nc2nncs2)C(=O)O1 (stereo not drawn)
    i	0.89
> Cc1ccc(S(=O)(=O)/N=C2/NC(=O)/C(=C/c3ccc(Br)o3)S2)cc1
    i	-0.37
> CC(=O)Nc1cccc(CCc2nc3ccccc3[nH]2)c1
    i	-0.13
> Cc1ccc(-c2cc(C(=O)Nc3ccccc3C)c3ccccc3n2)o1
    -10*	0.04
> CCN(CC)S(=O)(=O)c1cccc(C(=O)OCC(=O)c2ccc3c(c2)OCCO3)c1
    i	0.93
> CCCCCCc1c(C)[nH]c2nc3ccccc3n2c1=O
    i	0.03
> O=C(OCC(=O)N1CCN(c2ccccc2)CC1)c1ccc2ccccc2n1
    i	-0.08
> CCC(=O)Nc1cc(C(=O)OCc2ccc(C(=O)Oc3ccccc3)cc2)ccc1C
    i	0.81
> CC(=O)Nc1ccc(S(=O)(=O)NCCC(=O)OC(C)C(=O)c2ccc(C)cc2)cc1 (stereo not drawn)
    i	-0.06
> Cc1ccc(C2NC(=NCc3ccccc3)Nc3nc(C)cc(=O)n32)cc1 (stereo not drawn)
    i	0
> Cc1[nH]c(C)c2c(=O)[nH]ncc12
    i	1.5
> O=C(Nc1ccc2oc(=O)ccc2c1)c1ccc(-c2cccc(Cl)c2)o1
    i	-1.8
> CCOc1cc(CNCc2cccs2)ccc1OCC(=O)NC(C)(C)C
    i	-2.6
> Cc1nn(C)c(C)c1NC(=O)c1ccnn1C
    i	-2.3
> CCN(CC)S(=O)(=O)c1ccc(=O)[nH]c1
    i	-1.8
> CCO[C@H]1OC(C(=O)NC2CC2)=C[C@@H](c2coc3ccccc3c2=O)[C@@H]1CCCO
    i	0.78
> O=C(O)c1ccnc(C(=O)O)c1
    i	-0.49
> O=C(O)CC1=C(O)C(=O)N(c2ccccc2)C1c1ccccc1 (stereo not drawn)
    i	1.2
> CCCc1cc(=O)oc2c(C)c(OCC(=O)N3CCC(C(N)=O)CC3)ccc12
    i	0.35
> NC(=O)CNC(=O)C1CCCc2c1[nH]c1ccc(Cl)cc21 (stereo not drawn)
    i	1.6
> CC(Oc1ccccc1)C(=O)N=C1SC2CS(=O)(=O)CC2N1Cc1ccccc1 (stereo not drawn)
    i	1.2
> CCc1ccc(NC(=O)c2nc(S(=O)(=O)Cc3ccccc3)ncc2Cl)cc1
    i	0.89
> Cc1ccc(-c2nn(-c3ccccc3)cc2/C=C2\SC(=S)N(CCCCCC(=O)O)C2=O)o1
    i	-6*
> OCCC1CN(Cc2c(F)cccc2Cl)CCN1C1CCCCC1 (stereo not drawn)
    i	-1.6
> CCCCC(CCC(=O)O)(C(=O)OCC)c1csc(N)n1 (stereo not drawn)
    i	-0.15
> Cc1ccccc1N(CC(=O)N1CCCC1)S(=O)(=O)c1ccc(Cl)cc1
    i	-0.39
> O=S1(=O)C[C@@H](O)[C@@H](Nc2ccccc2)C1
    i	-0.04
> CCOC(=O)c1cc(C)n(Cc2cccc(OC)c2OC)c1C
    i	-0.54
> Cc1cc(C(=O)Oc2cccnc2)ccc1[N+](=O)[O-]
    i	0

# Screens from PubChem.
